# High-throughput results as filed in PubChem BioAssay.
# BH1578 lux ind: quorum light induction in luxS cqsA deficient V. cholerae. activation, % at 18.7 µM. AID 588436. V. cholerae BH1578 lux reporter, luminescence, 6 h. hit rate 0.16% among 350,000; in the data active means activation mostly above about 9.7%, no sharp cut-off; further: not every result past the cut was called active; inactives centre near 0; reference of the scale not given here
# DUSP3 inh: DUSP3 (human) phosphatase inhibition. hit rate 0.52% among 290,000. recombinant VHR phosphatase, pNPP absorbance. inhibition, % at 13.3 µM; in the data active means inhibition above about 50%; further: some compounds called inactive have numbers as strong as hits
# Target sequence (P51452 whole entry, looked up): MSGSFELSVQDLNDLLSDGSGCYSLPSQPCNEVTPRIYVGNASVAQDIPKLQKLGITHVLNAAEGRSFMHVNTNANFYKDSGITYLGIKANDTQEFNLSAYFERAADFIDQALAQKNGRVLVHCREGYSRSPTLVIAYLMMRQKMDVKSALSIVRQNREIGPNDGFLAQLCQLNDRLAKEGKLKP
# SARS 3CLpro inh: SARS-CoV 3CLpro protease inhibition. P0C6X7. recombinant SARS-CoV 3CLpro, quenched FRET peptide cleavage. inhibition, % at 6 µM. hit rate 0.14% among 290,000. AID 1706; in the data active means inhibition above about 12%
# CCHFV vOTU inh: CCHFV vOTU protease inhibition; hit rate 0.55% among 370,000; inhibition, % at 11.5 µM; Pep-AMC fluorescence; in the data active means inhibition above about 30%; further: 0% = vehicle wells with enzyme and 100% = no enzyme wells
# MazF activator: increases E. coli MazEF RNase cleavage of RNA. P0AE70. FAM/BHQ RNA-DNA oligo cleavage fluorescence, 5 h. activation, % at 20 µM. hit rate 0.32% among 350,000. AID 504720; in the data active means activation above about 50%
# Target sequence (P0AE70 whole entry, looked up): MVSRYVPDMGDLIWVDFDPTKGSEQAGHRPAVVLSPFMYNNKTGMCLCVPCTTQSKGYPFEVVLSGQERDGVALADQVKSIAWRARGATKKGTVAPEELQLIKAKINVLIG
# Y pestis TopoI: inhibitors of Yersinia pestis topoisomerase I; Y. pestis Topo-I cleavage product accumulation, plate reader; activity, % at 10 µM; hit rate 0.064% among 360,000; in the data active means activity above about 50%, passing the limit was not always enough; further: inactives centre near 2
# PriA SSB inh: inhibitors of Klebsiella pneumoniae PriA binding to SSB C-terminal tail | hit rate 0.6% among 430,000 | AlphaScreen SSBct-PriA binding, biotinylated peptide | inhibition, % at 33 µM; in the data active means inhibition mostly above about 37%, no sharp cut-off; inactive means mostly below about 20%;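 further: plate controls were negative control peptide for no effect and reference peptide for full effect; strong numbers were not always called active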
# TcdB inh: blocks C. difficile toxin B glycohydrolase activity | TcdB glycohydrolase enzymatic assay, plate reader | hit rate 0.24% among 350,000 | inhibition, % at 9.99 µM | AID 652162 | P18177; in the data active means inhibition above about 10%
# PrPC surface inh: reduces human prion protein on the cell surface; cell surface PrPC, TR-FRET read-out; P04156; hit rate 0.43% among 370,000; inhibition, % at 13.8 µM; in the data active means inhibition above about 24%; further: 0% = median of the test wells and 100% = reference compound wells
# Rv3671c protease: inhibitors of M. tuberculosis serine protease Rv3671c; P9WHR9; inhibition, % at 5.96 µM; hit rate 0.048% among 320,000; AID 2606; in the data active means inhibition above about 38%;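 further: extracellular domain of Rv3671c used as enzyme; 0% = enzyme with DMSO and 100% = no enzyme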
# Target sequence (P9WHR9 whole entry, looked up, the tested form may be a part): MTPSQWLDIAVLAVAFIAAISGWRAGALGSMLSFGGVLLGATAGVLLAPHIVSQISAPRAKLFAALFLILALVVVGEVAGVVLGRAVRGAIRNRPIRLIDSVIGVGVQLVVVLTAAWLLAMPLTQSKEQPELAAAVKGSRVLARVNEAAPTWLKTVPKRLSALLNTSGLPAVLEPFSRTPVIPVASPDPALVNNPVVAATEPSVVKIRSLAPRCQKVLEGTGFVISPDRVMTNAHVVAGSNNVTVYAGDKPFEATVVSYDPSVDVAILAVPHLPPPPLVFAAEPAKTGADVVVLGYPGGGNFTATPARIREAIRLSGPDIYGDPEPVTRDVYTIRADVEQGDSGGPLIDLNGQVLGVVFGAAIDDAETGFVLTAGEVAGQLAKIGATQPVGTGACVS
# Numbers without * were called inactive; i = inactive; · = no result given; & = joins results of further samples. These rows are one share of the data; rates above refer to the full screens.
SMILES,BH1578 lux ind,DUSP3 inh,SARS 3CLpro inh,CCHFV vOTU inh,MazF activator,Y pestis TopoI,PriA SSB inh,TcdB inh,PrPC surface inh,Rv3671c protease
C#CCOCCOCCOCCNc1nc(N2CCN(C(=O)[C@H](C)n3cc(CCC(=O)O)nn3)CC2)nc(N2CCN(C(=O)[C@H](CCCCN)n3cc(CCCC)nn3)CC2)n1,i,·,·,-1,4,11,-6,0.2,2,·
Cn1c(N)c(C(=O)NCc2ccccc2)sc1=S,-0.2,13,-1,-5,-6,-8,10,·,0,4
Cn1c(=S)c2[nH]c(SCc3cccnc3)nc2n(C)c1=O,i,·,·,12,3,12,-19,1.5,1,·
Nc1ccccc1C#Cc1ccc2[nH]ccc2c1,i,·,·,-6,0,-27,9,2.9,7,8
CS(=O)(=O)c1ccc(-c2cccc(NC(=O)COc3ccccc3)c2)nn1,-0.2,4,-2,3,-3,-4,2,0.4,-8,2
NC(c1csc(Nc2cc(Oc3ccccc3)ncn2)n1)c1ccccc1Cl (stereo not given),i,·,·,9,·,4,·,0.2,2,·
COC(=O)C1=C(c2ccc(-c3ccccc3)c(F)c2)C[C@@H]2CC[C@H]1N2C(=O)NC(C)C,i,·,·,5,2,46,-3,-3.7,17,-5
Cc1nc(CSc2ccccc2)cc(=O)[nH]1,i,21,-5,-16,3,-6,-8,-0.1,0,0
COC(=O)/C(=C\Nc1ccccc1N)c1ncc(C(F)(F)F)cc1Cl,-0.4,28,1,8,10,-4,-5,·,1,-4
COc1ccc(N(CC(=O)Nc2cc(C)ccc2OC)S(=O)(=O)c2c(C)noc2C)cc1,-0.6,3,0,-5,-10,0,5,·,-1,-4
Cc1ccc(Oc2nc(CN3CCOCC3)nc3sc4c(c23)CCC(C)C4)cc1 (stereo not given),-0.1,13,0,-5,-12,24,-16,·,-3,-9
CC(O/N=C(\N)c1ccccc1)C(=O)Nc1cccc(C(F)(F)F)c1 (stereo not given),0.0,·,·,7,0,-7,i,-1.1,13,-11
CC(OC(=O)Cc1n[nH]c(=O)c2ccccc12)C(=O)N(C)c1ccccc1 (stereo not given),i,·,·,12,0,-8,·,-6.6,7,·
CCOC(=O)NC(NCc1cccc(C(F)(F)F)c1)(C(F)(F)F)C(F)(F)F,-0.1,12,-1,7,8,-2,4,2.5,-6,0
CC(C)C1=NN(C(=O)c2ccccc2)C(O)(C(C)(C)C)C1 (stereo not given),-0.2,17,7,7,3,6,-13,0.6,4,7
Cn1c(C(C(=O)NCC2CCCO2)N(C(=O)Cn2nnc3ccccc32)C2CCCCC2)nc2ccccc21 (stereo not given),13,11,1,-5,7,11,-5,·,-3,11
O=C(NCc1ccccc1)C1=C[C@H](C2CC2)C[C@H](OCCCCO)O1,-0.6,7,2,1,7,5,-18,0.0&2.1,-4,10
COCCc1nnc(NC(=O)C(C)C)s1,-0.7,33,-1,4,8,3,-9,1.5,2,-1
O=C1NC(=O)N(c2ccccc2)C(=O)/C1=C\C=C\c1ccccc1,i,10,3,1,-10,0,-9,0.3,-5,-3
COc1ccc(CCNC(=O)[C@@H](NC(N)=O)C(C)C)cc1,·,5,-1,2,2,1,-11,0.8,10,7
Cn1ccnc1SCCNC(=O)CCc1nnc(CCc2ccccc2)o1,-0.3,16,-3,8,-3,5,0,1.7,1,4
CN1/C(=C\C(=O)C[n+]2ccc3ccccc3c2)C(C)(C)c2ccccc21,-0.2,14,5,2,3,-9,-4,1.5,-14,·
CCCCCCCc1ccc(C2NC(=S)NC3=C2C(=O)c2ccccc23)cc1 (stereo not given),·,23,-3,·,2,·,4,·,·,-65
Cc1ccc(-c2c[n+](CC(=O)Nc3nc(-c4ccc(F)cc4)cs3)c3n2CCC3)cc1,i,-22,-9,0,-11,-15,16,1.0,-10,-9
CCC(C)NC(=O)c1cc2cc3ccc(OC)cc3nc2s1 (stereo not given),-0.7,-4,-1,-148,5,9,-2,·,-17,-4
c1ccc2sc(-c3ccc4c(c3)OCO4)nc2c1,-5.3,9,0,·,-6,13,-27,·,·,-6
CN(C)c1ccc(C2Nc3ccccc3C(=O)N2NS(C)(=O)=O)cc1 (stereo not given),-0.5,-2,2,5,-2,-11,-2,-3.8,4,·
CC1S/C(=N/N=C2CCCCC2)NC1=O (stereo not given),3.8,-2,-3,-6,1,-4,·,-0.6,9,-8
CCn1c(=O)c(C(=O)NNC(=O)c2cccc(Cl)c2)c(O)c2ccccc21,0.6,41,1,-12,7,-6,-1,1.1,-1,-5
Clc1ccc(CN=C2Nc3ccccc3CS2)cc1,-0.3,-2,7,4,7,1,-54,·,0,-18
CCCCn1c(CCC(=O)O)nc2cc(S(=O)(=O)N3CCCC3)ccc21,-3.2,·,·,-20,12,-1,-9,1.4,0,4
COc1ccc(NC(=O)CN(C)C(=O)c2cccc(S(=O)(=O)N3CC4(C)CC3CC(C)(C)C4)c2)cc1 (stereo not given),-1.4,·,·,11,-5,33,-4,-1.8,-5,3
CCOc1cccc2sc(N(CCN(CC)CC)C(=O)c3ccc(S(=O)(=O)N4CCCCC4)cc3)nc12,-0.5,2,0,-10,-4,-2,-4,0.6,-1,-7
Cc1ccc2[nH]c(=O)c(CN(CC3CCCO3)C(=S)NCc3ccco3)cc2c1 (stereo not given),i,-10,1,-7,3,26,-6,·,-2,3
CCOC(=O)c1c(C)nc2sc3c(=O)n(-c4ccc(C(C)=O)cc4)cnc3c2c1-c1ccc(Cl)cc1,-0.3,10,-1,13,-13,17,-26,·,4,7
COc1ccc(C/C(N)=N/OC(=O)Cc2ccccc2)cc1OC,i,-12,8,4,1,-4,·,·,0,-1
O=C(CCCNC(=O)c1ccc(Cl)cc1)OCc1cccc(Br)c1,i,·,·,6,1,25,-12,-0.1,-1,-4
O=C1CN(S(=O)(=O)c2ccc(Br)cc2)c2ccccc2N1,-0.3,21,-6,14,9,-2,4,1.7,-3,-1
O=[N+]([O-])c1ccc2c(c1)S(=O)c1ccccc1-2 (stereo not given),i,-10,-3,6,2,0,2,0.4,-53,7
Cc1cc(=O)oc2c3c4c(cc12)OCCN4CCC3,-2.9,0,-2,-298,2,-6,-1,·,-24,-1
O=C(O)C1C2C=CC(C2)C1C(=O)NCc1cccnc1 (stereo not given),i,22,2,0,8,0,-10,·,1,77*
COC(=O)c1cc(CNC(=O)CC(C)c2ccccc2)ccc1OC (stereo not given),0.4,17,0,-6,-1,2,-2,0.4,6,5
Cc1c(CCC(=O)N2CCC(C(=O)O)(c3ccccc3)CC2)c(=O)oc2cc3oc4c(c3cc12)CCCC4,-0.5,17,0,-14,-1,32,-11,0.5,-4,-5
CCOCCCNC(=O)CCNC(=O)c1cc(OC)c(OC)c(OC)c1,i,11,-1,-2,3,4,-14,·,5,-1
CC(=O)c1ccc(NC(=O)C2CCCC2)cc1,-0.6,11,-3,-12,-7,6,-8,2.5,-6,·

# Complete entries as entered above. Screens in order: BH1578 lux ind, DUSP3 inh, SARS 3CLpro inh, CCHFV vOTU inh, MazF activator, Y pestis TopoI, PriA SSB inh, TcdB inh, PrPC surface inh, Rv3671c protease
# Entry for CCCCn1c(CCC(=O)O)nc2cc(S(=O)(=O)N3CCCC3)ccc21 → -3.2, ·, ·, -20, 12, -1, -9, 1.4, 0, 4
# Entry for O=C1CN(S(=O)(=O)c2ccc(Br)cc2)c2ccccc2N1 → -0.3, 21, -6, 14, 9, -2, 4, 1.7, -3, -1

# Following part:
SMILES,BH1578 lux ind,DUSP3 inh,SARS 3CLpro inh,CCHFV vOTU inh,MazF activator,Y pestis TopoI,PriA SSB inh,TcdB inh,PrPC surface inh,Rv3671c protease
COc1ccc(C(=O)CC(=O)O)c2c1C=CC(C)(C)O2,-0.3,17,3,9,2,4,4,·,-6,-6
O=C(Cc1cccc(NC(=O)C2CCCN(C(=O)C3CCCC3)C2)c1)Nc1ccc(C(=O)N2CCCCC2)cc1 (stereo not given),-1.1,·,·,-4,5,22,-11,1.1,9,·
Cc1ccc(S(=O)(=O)Cc2cccc(C(=O)N3CCOCC3)c2)cc1,0.6,28,0,-5,0,-5,-5,·,-4,-167
Cc1cccnc1NC1OC(=O)c2ccccc21 (stereo not given),-0.3,19,2,4,8,3,-6,·,-2,5
COc1nnc(-c2ccc(C)c(S(=O)(=O)NCC3CCCO3)c2)c2ccccc12 (stereo not given),-0.5,-9,-3,7,-2,16,-2,1.2,-1,1
Cc1ccccc1CNC1CCCCC1,-0.7,-8,2,-1,-14,-3,-12,·,3,1
O=[N+]([O-])c1cc(O)c(O)c([N+](=O)[O-])c1,i,·,·,-1,1,11,-6,1.6,-5,12
O=C(C[N+]12CCC(CC1)C(CO)C2)c1ccc([N+](=O)[O-])cc1 (stereo not given),-0.4,14,-1,6,-2,-3,-2,1.0,-51,-2
COc1ccccc1C1=NOC(COC(=O)c2ccc3ccccc3n2)C1 (stereo not given),0.1,38,3,8,-1,3,2,·,-7,-1
CCCCNC(=O)Cn1c(=O)oc2cc(S(=O)(=O)N3CC(C)CC(C)C3)ccc21 (stereo not given),1.7,-4,2,4,-13,-1,-6,1.8,0,0
O=C(Cc1ccc(-n2c(=O)[nH]c3ccccc3c2=O)cc1)N1CCN(c2cccc(Cl)c2)CC1,i,33,4,5,-2,9,2,·,-2,-2
CN1CCCC1(C)C(=O)Nc1ccc(-n2cccc2)cc1 (stereo not given),i,·,·,-10,·,-9,·,1.2,2,·
COc1cccc(CNC(=O)c2ccc(OC)c(S(=O)(=O)NC3CCCC3)c2)c1,i,·,·,-6,1,16,0,0.4,11,1
COc1ccc(CCNC(=O)C(=O)Nc2nccs2)cc1OC,i,22,-1,15,10,7,-8,·,2,-1
CN1CCN(S(=O)(=O)c2cccc(C(=O)Nc3nccs3)c2)CC1,-0.4,5,4,-2,-7,-2,-2,-0.2,0,1

# Single entries from the entries so far.
# COc1cccc(CNC(=O)c2ccc(OC)c(S(=O)(=O)NC3CCCC3)c2)c1 in CCHFV vOTU inh shows -6
# COc1nnc(-c2ccc(C)c(S(=O)(=O)NCC3CCCO3)c2)c2ccccc12 (stereo not given) in PrPC surface inh shows -1
# Cc1ccccc1CNC1CCCCC1 in PrPC surface inh shows 3
# O=C(Cc1ccc(-n2c(=O)[nH]c3ccccc3c2=O)cc1)N1CCN(c2cccc(Cl)c2)CC1 in DUSP3 inh shows 33
# COc1ccccc1C1=NOC(COC(=O)c2ccc3ccccc3n2)C1 (stereo not given) in SARS 3CLpro inh shows 3
# CN1CCCC1(C)C(=O)Nc1ccc(-n2cccc2)cc1 (stereo not given) in Y pestis TopoI shows -9

# The listing continues:
SMILES,BH1578 lux ind,DUSP3 inh,SARS 3CLpro inh,CCHFV vOTU inh,MazF activator,Y pestis TopoI,PriA SSB inh,TcdB inh,PrPC surface inh,Rv3671c protease
Cn1c(SCC(=O)NNC(=O)c2ccc(Br)cc2)nnc1-c1cccnc1,-0.5,22,0,-10,3,13,-1,0.7,-1,-3
COc1ccccc1N(CC(=O)NCCN1CCOCC1)S(=O)(=O)c1ccccc1,-0.6,-3,-4,5,7,5,-7,-0.1,3,1
CCc1cccc(CC)c1NC(=O)COC(=O)c1ccccc1-c1nc2ccccc2s1,-0.2,34,2,-3,-5,12,-2,0.2,-4,-2
Cc1cc2c(c(SCC(=O)N(C)c3ccccc3)n1)C(=O)OC2,-2.0,25,4,4,3,-4,-6,·,0,0
CCCOc1ccc(C(=O)NC(=S)N2CCN(c3ncc4c(=O)c(C(=O)O)cn(CC)c4n3)CC2)cc1,1.0,·,·,3,3,26,·,1.4,3,·
CCOC(=O)C(C)Sc1nc2c(cnn2-c2ccc(C)cc2)c(=O)[nH]1 (stereo not given),-0.2,13,3,11,2,4,-23,·,0,-28
CCN(CC)S(=O)(=O)c1ccc2c(c1)oc(=O)n2CC(=O)NC1CCCCC1,i,-15,2,20,2,-2,7,1.9,5,0
COc1ccc(CC(=O)N2CCC(Nc3nc4ccccc4n3Cc3ccc(F)cc3)CC2)cc1,15*,25,0,28,4,20,9,·,5,-3
Cc1ccc(S(=O)(=O)N2CCCC2CNC(=O)C(=O)NCc2ccc3c(c2)OCO3)cc1 (stereo not given),i,·,·,10,5,34,·,-0.7,12,·
CCC(CC)C(=O)N1N=C(c2ccc(NS(C)(=O)=O)cc2)CC1c1ccc(C)cc1 (stereo not given),-0.4,10,5,-88,6,-4,-4,0.9,9,-10
